Screens: PubChem, NCI
NCI-60 one-dose screen, 48 h, at 10 µM unless noted. Numbers give growth in % (100 = growth as untreated, 0 = no growth, -100 = all killed).
HOP-92 = HOP-92 NSCLC cells. 6.3% of 71,000 active. AID 1794738
HOP-62 = HOP-62 NSCLC. 3.9% of 80,000 active
EKVX = EKVX NSCLC; 3% of 71,000 active
A549/ATCC = A549/ATCC NSCLC | 3.7% of 81,000 active | AID 1794740
RPMI-8226 = RPMI-8226 leukemia cells; 7.5% of 77,000 active
CCRF-CEM = CCRF-CEM leukemia; 7% of 77,000 active
M14 = M14 melanoma. 6.2% of 80,000 active. AID 1794745
MDA-MB-435 = MDA-MB-435 melanoma; 7.8% of 82,000 active; AID 1794794
* = called active by the depositor; x = not tested or not shown; & = joins results of further samples. The calls were made as follows: active = growth percent below 10; inactive = the rest.

canonical_smiles	HOP-62	CCRF-CEM	EKVX	M14	MDA-MB-435	HOP-92	RPMI-8226	A549/ATCC
COc1cc(/C=C/C(=O)c2ccc(C)cc2)ccc1Oc1nc(Nc2ccc(F)cc2)nc(N(C)C)n1	86	17	61	57	54	53	-1.9*	60
CCCCNc1ccc2c3c1cccc3c(=O)n1c3ccccc3nc21	82	75	x	93	111	61	80	77
COc1ccc(C2=C/C(=C/c3cc(OC)ccc3OC)C(=O)N2CCc2ccc(S(N)(=O)=O)cc2)cc1	85	95	85	85	90	79	76	70
O=S(=O)(c1ccccc1)N1CCN(Cc2ccccc2)c2ccccc21	103	84	95	104	114	93	82	89
COc1ccc(CSc2nc3ccc(C)cc3c(=O)n2-c2ccccc2)cc1	100	109	x	105	102	93	103	101
Cc1cc2c(c(C)c1Cl)C(=O)/C(=C/c1ccc(O)cc1)O2	84	117	84	90	109	90	97	98
CCCCOC(=O)Cc1ccc(OC)c(OC)c1	88	94	104	104	104	92	101	93
CC(C)N1CCN(Cc2ccc3c(NNC(=O)c4ccccc4)nc4cc(F)ccc4n23)CC1	25	11	18	6.6*	31	49	26	16
c1ccc(-c2noc(-c3ccccc3)n2)cc1	105	99	79	104	117	79	105	x
CCCCN(CCCC)CC(O)c1cc2ccc(C(F)(F)F)cc2c2cc(C(F)(F)F)ccc12 (stereo not drawn)	110	113	94	85	100	62	84	70
COc1ccc(C(=O)N2NC(=O)/C(=C/c3cn(-c4ccccc4)nc3-c3ccccc3)N=C2c2ccccc2)cc1	115	x	96	110	92	100	102	92
Cc1ccc(C(=O)c2ccc(CC(=O)N/N=C/c3cc4ccccc4[nH]3)n2C)cc1	76	100	74	104	105	90	95	96
COC(=O)c1c2c(n(-c3ccccc3)c1C)C=CCC2	97	98	99	96	99	100	104	99
O=C(Cn1c[n+](CC(=O)c2ccc(F)cc2F)c2ccccc21)Nc1cccc2cccnc12	98&91	111&85	106&76	106&85	105&99	39	96&58	100&100
O=C(Cn1cc(CN2CCN(c3ccnc4cc(Cl)ccc34)CC2)nn1)Nc1ccccc1	64	94	101	112	109	73	90	101
C[C@@H]1N=C(c2ccc3ncccc3c2)Nc2nc3ccccn3c2C1=O	94	116	93	97	101	109	88	101
NC(=N\N=C\c1ccccc1)/C(N)=N/N=C/c1ccccc1	113&115	96&107	111&113	118&101	101&104	99&105	93&101	80&72
COc1cc(CNC(=O)/C=C/c2ccccc2)ccc1OCC(=O)NO	102	105	95	100	102	98	102	101
CC1(C)CC(=O)C2=C(C1)N(CCc1ccc(S(N)(=O)=O)cc1)C1=C(C(=O)CC(C)(C)C1)C2c1ccccc1Br	99	103	97	104	94	x	95	101
CCC(C#N)N(Cc1ccc(CN(C(=O)c2ccccc2)C(C#N)CC)cc1)C(=O)c1ccccc1 (stereo not drawn)	96	88	78	95	86	75	74	91
O=C(O)c1ccc2c(c1Cl)C(=O)c1ccccc1C2=O	83	x	21	103	78	109	104	116
C=CCSc1nnc(-c2ccc3nc(-c4cc(OC)c(OC)c(OC)c4)[nH]c3c2)o1	117	101	102	109	106	101	96	110
NC(=O)c1cnc2ccc(-c3csc(N)n3)cc2c1Nc1ccc(Cl)cc1	102	99	x	102	109	99	94	102
O=C1/C(=C\c2ccc(Cl)cc2)SC(=S)N1Cc1nc2ccccc2[nH]1	91	92	92	93	104	x	61	96
CC(C)(C)OC(=O)N1CCC(O)[C@@H](O[Si](c2ccccc2)(c2ccccc2)C(C)(C)C)[C@H]1/C=C/c1ccccc1 (stereo partly drawn)	67	46	41	50	57	36	25	42
CC1=N/C(=C\c2ccc(N(C)C)cc2)C(=O)N1CCc1ccc(S(N)(=O)=O)cc1	84	88	95	97	110	96	87	93
C=CCC(OC(C)=O)c1ccc(OC)c(OC)c1 (stereo not drawn)	110	100	107	108	110	108	97	104
CCCCCCCC[C@@H]1N[C@@H](C(=O)OC)Cc2c1[nH]c1ccccc21	103	92	92	102	100	89	95	104
S=C(N=Nc1ccccc1)NNc1ccccc1	75	87	117	x	108	85	97	106
O=C(Cc1ccc(OCc2ccccc2)cc1)NCc1ccc2c(c1)OCO2	78	x	x	62	-42*	87	68	58

3 structures from above, ordered by number of heavy atoms, ascending:
canonical_smiles	HOP-62	CCRF-CEM	EKVX	M14	MDA-MB-435	HOP-92	RPMI-8226	A549/ATCC
C=CCC(OC(C)=O)c1ccc(OC)c(OC)c1 (stereo not drawn)	110	100	107	108	110	108	97	104
COC(=O)c1c2c(n(-c3ccccc3)c1C)C=CCC2	97	98	99	96	99	100	104	99
Cc1ccc(C(=O)c2ccc(CC(=O)N/N=C/c3cc4ccccc4[nH]3)n2C)cc1	76	100	74	104	105	90	95	96

(next part)
canonical_smiles	HOP-62	CCRF-CEM	EKVX	M14	MDA-MB-435	HOP-92	RPMI-8226	A549/ATCC
O=C(Nc1ccc(S(=O)(=O)Nc2cscn2)cc1)c1cccs1	115	90	98	111	110	x	107	98
NNC(=O)CN1C(=O)NC2NC(=O)NC21 (stereo not drawn)	107	108	101	107	104	120	105	113
CCn1cc(Nc2ncc3nnn(-c4ccc(C(=O)OC)cc4)c3n2)cn1	79	60	104	83	90	109	89	81
CCCCCCCC(C)(O)CC (stereo not drawn)	102	x	x	116	103	88	98	99
CCS(=O)CC	125	88	97	104	99	x	91	99
COC(=O)C(CO)NC(c1ccccc1)(c1ccccc1)c1ccccc1 (stereo not drawn)	101	x	x	118	91	x	91	80
CC(C)(C)C(=O)C(=O)C(C)(C)C	x	104	119	102	109	96	114	100
Cc1n[nH]c2c([N+](=O)[O-])c(=O)[nH]c(=O)n12	114	97	104	103	100	79	107	102
CCOC=C(C(=O)OCC)C(=O)OCC	109	x	x	110	102	83	106	104
NC(N)=NC(=O)c1nc(Cl)c(N)nc1N	102	83	101	99	99	88	x	100
Cc1ccccc1COc1ccc(-c2ccnn2-c2ccc(Cl)cc2)cc1	49	42	77	39	0.8*	74	78	50
NC(C(=O)O)(c1ccccc1)c1ccc(Cl)cc1 (stereo not drawn)	95	91	90	90	106	90	98	98
O=C(Nc1ccc(OCc2ccc(Br)cc2)cc1)c1ccc2nc(NC(=O)c3ccc(NCCc4ccccc4)c([N+](=O)[O-])c3)sc2c1	96	89	94	105	98	94	86	91
COc1ccc(-c2c3c(nn2Cc2ccccc2)CCc2cnoc2-3)cc1OC	108	80	83	112	96	38	x	92
O=c1c2cnn(-c3ccccc3)c2n2c(Nc3ccccc3)nnc2n1-c1ccccc1	55	119	88	97	98	98	99	66

Overlap with the part before: seven compounds; new compounds follow.
canonical_smiles	HOP-62	CCRF-CEM	EKVX	M14	MDA-MB-435	HOP-92	RPMI-8226	A549/ATCC
CCOC=C(C(=O)OCC)C(=O)OCC	109	x	x	110	102	83	106	104
NC(N)=NC(=O)c1nc(Cl)c(N)nc1N	102	83	101	99	99	88	x	100
Cc1ccccc1COc1ccc(-c2ccnn2-c2ccc(Cl)cc2)cc1	49	42	77	39	0.8*	74	78	50
NC(C(=O)O)(c1ccccc1)c1ccc(Cl)cc1 (stereo not drawn)	95	91	90	90	106	90	98	98
O=C(Nc1ccc(OCc2ccc(Br)cc2)cc1)c1ccc2nc(NC(=O)c3ccc(NCCc4ccccc4)c([N+](=O)[O-])c3)sc2c1	96	89	94	105	98	94	86	91
COc1ccc(-c2c3c(nn2Cc2ccccc2)CCc2cnoc2-3)cc1OC	108	80	83	112	96	38	x	92
O=c1c2cnn(-c3ccccc3)c2n2c(Nc3ccccc3)nnc2n1-c1ccccc1	55	119	88	97	98	98	99	66
COC(=O)C(=O)C(C(=O)C(=O)Nc1cc(Cl)c(Cl)cc1Cl)c1nc2ccc([N+](=O)[O-])cc2[nH]c1=O (stereo not drawn)	x	96	89	88	102	110	98	83
COc1cccc(-c2cc(=O)oc3cc(O)ccc23)c1	91	82	95	100	99	47	69	91
N#Cc1c(-c2ccccc2)nc(N2CCOCC2)[nH]c1=O	89	104	x	96	116	x	106	107
Cc1cc(=O)oc2cc(OCC(O)CNN3C(=O)c4cccc5c(NC6CCCCC6)ccc(c45)C3=O)ccc12 (stereo not drawn)	98	83	91	104	97	107	72	101
CCCCOc1ccc(C(C)(C)c2ccc(OCCCC)cc2)cc1	102	98	143	104	117	x	91	x
C=C1CC2(OC1=O)C(=O)N(CCCN1C(=O)C3(CC(=C)C(=O)O3)c3ccccc31)c1ccccc12 (stereo not drawn)	98	-14*	70	19	-17*	-27*	-33*	83
COc1ccc(S(=O)(=O)/N=c2\c3ccccc3cnn2C2=NCCN2S(=O)(=O)c2ccc(OC)cc2)cc1	95	98	102	106	106	92	97	106
CCN1C(=O)N(CC)C2C1NC(=S)N2/N=C/C=C/c1ccccc1OC (stereo not drawn)	44	14	31	7.4*	-21*	18	16	23
COC(=O)c1nn(-c2ccccc2)c(N)c1C(=O)c1cccn1C	101	104	100	88	105	98	101	102
Cn1c(=O)c2nc(CCC(=O)Nc3ccccc3)c(=O)[nH]c2n(C)c1=S	100	106	99	101	106	96	106	103
COc1ccc(-c2cc(C(=O)Oc3ccc(C=O)cc3OC)nn2-c2ccc(S(C)(=O)=O)cc2)cc1	104	84	98	117	98	110	70	105
CCn1c(-c2ccc(Br)cc2)cc(-c2cccn2C)c(C#N)c1=O	93	38	101	110	123	72	65	102
COc1cc(NCCCN(CC(C)C)C2CCCC2)c2ncccc2c1	83	54	90	86	89	60	36	79
O=C(CSc1n[nH]c(-c2ccncc2)n1)Nc1ccc(Cl)cc1	110	66	95	76	89	x	71	85
COCC(C)(COP(=O)(N1CCOCC1)N1CCOCC1)CC(C)COP(=O)(N1CCOCC1)N1CCOCC1 (stereo not drawn)	91	x	x	100	107	x	106	96
N#C/C(=C\c1ccc(Cl)cc1)C(=O)c1c[nH]c2ccccc12	90	105	76	95	106	95	102	100
COc1ccc(CCN2CC=Cn3c2nc2ccccc2c3=O)cc1	40	19	65	16	-4.9*	28	21	24
Nc1ccc(C(=O)c2ccccc2)cc1	92	81	103	x	108	44	89	108
N#Cc1ncc(-c2ccc(F)nc2)c(NC2CCCCCC2)n1	90	91	x	106	104	93	84	100
CCSC(SCC)SCC	103	106	109	109	104	x	104	97
COc1ccccc1NC(=S)N(C)C	99	x	x	104	101	84	101	x
O=C1C=C(c2ccccc2)OC(=O)C1C(=O)c1ccccc1 (stereo not drawn)	101&105	107&100	102&105	105&115	112&118	90	104&86	107&120
C1CCC(O[Si](OC2CCCCC2)(OC2CCCCC2)OC2CCCCC2)CC1	104	118	112	97	105	89	111	110
O=C1OC(c2ccc(-c3ccccc3)cc2)=C/C1=C/c1ccccc1	100	21	109	105	112	52	97	95
O=C(NO)c1ccc(Cn2c(=O)n(-c3ccccc3)c(=O)c3ccccc32)cc1	29	2.0*	22	2.7*	-64*	48	15	38
CN1CCN(Cc2ccc(NC(=O)c3[nH]ncc3Nc3ncnc4[nH]ccc34)cc2)CC1	14	4.7*	13	0.2*	8.2*	-7.9*	-10*	11
c1ccc(-c2nc3ccccc3nc2-c2ccccn2)nc1	93	97	x	109	105	x	105	97
O=C(N/N=C/c1ccc(Br)cc1)c1ccc(Cc2n[nH]c(=O)c3cccnc23)cc1	97	102	101	99	104	100	111	104
COc1ccc2occ(C3=C(c4cn(C)c5ccccc45)C(=O)NC3=O)c2c1	72	93	77	98	35	101	103	60
CCSc1nc(=S)cc(C)[nH]1	107	99	94	98	99	96	89	106
CNC(=O)c1cn(C2CC2)c2cc(N3CCN(C(C)=O)CC3)c(F)cc2c1=O	99	x	97	102	104	128	96	80
COc1cc(-c2nn(C(C)(C)C)cc2-c2ccnc(NCCCNS(=O)(=O)c3ccc(Br)cc3)n2)ccc1Cl	61	x	32	84	81	42	72	48
Cc1ncc(CO)c2c1OC(C)(C)OC2	93	99	x	107	105	107	98	80
CN(CSc1ccccc1)c1ccc(CSc2ccccc2)cc1	107	65	114	99	94	x	59	84
CCOc1ccccc1/C=C1\SC(=S)NC1=O	91	17	98	103	111	x	x	104
COc1ccc2nc(-c3ccc(Cl)cc3)cc(-c3nnc(SC/C(=N/O)c4ccccc4)o3)c2c1	59	54	73	25	47	61	41	37
C#Cc1ccc(NC(=O)Cc2ccc(/C=C/C(=O)c3nccn3C)cc2)cc1	48	21	78	99	84	97	19	75
COc1cc(NC(=O)Cn2c(-c3cncs3)nc3ccccc32)cc(OC)c1OC	100	92	x	104	97	x	87	86
CN1C(=O)N(C)N(Cc2ccccc2)C(=O)N1Cc1ccccc1	95	x	x	103	103	x	98	102
NC(=O)CCn1ccc2ccccc21	83	114	98	98	105	x	120	x
Cn1cccc1-c1cc(-c2ccc(Br)cc2)n(C=O)c(=O)c1C#N	95	97	104	111	120	76	104	104
Cc1ccc2[nH]c(O)c(N=NC(=O)c3ccc(S(N)(=O)=O)cc3)c2c1	96	113	117	101	103	96	109	102
Cn1c(O)c(N=NC(=O)c2cc(-c3ccccc3)on2)c2ccccc21	102	108	89	101	95	105	115	108
COc1ccc2cc(Br)ccc2c1	103	104	115	x	110	100	108	107
O=C(O)c1ccccc1-c1ccccc1C(=O)Nc1ccc2oc(=O)c3ccccc3c2c1	87	98	103	109	106	93	96	101
O=C(OCCCCCCOC(=O)c1cccc2c(=O)c3ccccc3[nH]c12)c1cccc2c(=O)c3ccccc3[nH]c12	101	105	105	102	104	112	103	101
Cc1ccccc1Cn1cnc2ccc(-c3cc(NC(=O)c4ccc(NC5CCN(C)CC5)cc4)n[nH]3)cc21	72	72	92	83	61	92	77	84
CCc1c(C(=O)Nc2cc(S(=O)(=O)N(CC)CC)ccc2O)[nH]c(C)c1C(N)=O	97	101	111	94	105	103	105	110
COc1ccc(-c2nnc(SCC(=O)Nc3ccc(/C(C)=N\O)cc3)n2-c2ccccc2)cc1OC	-26*	98	71	90	104	-8.6*	92	71
